HIF act = HIF pathway transcriptional activation; U2OS HRE-luciferase reporter, luminescence; normalized: DMSO 0%, desferrioxamine 100%; activation, % at 7.5 µM (by protocol); 0.32% of 300,000 active; AID 1910;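 active = mean activation of at least 10% of the iron chelator positive control signal, with at least half of replicates also reaching 10%; inconclusive = mean and replicate majority disagree about reaching 10%; inactive = mean and most replicates under 10%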
HSF1 activator = increases HSF-1 driven luciferase reporter signal; NIH3T3-HGL HSF-1 luciferase reporter, MG132, 8 h; 100% = twice DMSO control signal; activation, % at 9 µM; 1.7% of 300,000 active; AID 504408;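 active = mean replicate activation of at least 50% with a set share of replicates each reaching 50%; inconclusive = only one of those two conditions met; inactive = mean below 50% and too few replicates reaching it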;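 also: 0% = median of the neutral control wells and 100% = twice that signal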
aSyn 5UTR inh = MLPCN primary screen, SNCA 5' untranslated region; inhibition, % (tested at 7.5 µM); alpha-synuclein 5'UTR reporter, inhibitor activity; 0.82% of 300,000 active; in the data active = inhibition above about 60%; inconclusive = no clear call, values can overlap the other calls;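 also: H4 neuroglioblastoma cells stably carrying SNCA 5'UTR luciferase fusion; 0% = DMSO wells and 100% = positive control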
HDAC3 inh = blocks human histone deacetylase 3. O15379. recombinant HDAC3, fluorogenic peptide/trypsin coupled, fluorescence. inhibition, % at 8.3 µM. 0.15% of 320,000 active; in the data active = inhibition above about 26%, passing the limit was not always enough; inconclusive = no clear call, values can overlap the other calls
Target sequence (O15379 whole entry, looked up): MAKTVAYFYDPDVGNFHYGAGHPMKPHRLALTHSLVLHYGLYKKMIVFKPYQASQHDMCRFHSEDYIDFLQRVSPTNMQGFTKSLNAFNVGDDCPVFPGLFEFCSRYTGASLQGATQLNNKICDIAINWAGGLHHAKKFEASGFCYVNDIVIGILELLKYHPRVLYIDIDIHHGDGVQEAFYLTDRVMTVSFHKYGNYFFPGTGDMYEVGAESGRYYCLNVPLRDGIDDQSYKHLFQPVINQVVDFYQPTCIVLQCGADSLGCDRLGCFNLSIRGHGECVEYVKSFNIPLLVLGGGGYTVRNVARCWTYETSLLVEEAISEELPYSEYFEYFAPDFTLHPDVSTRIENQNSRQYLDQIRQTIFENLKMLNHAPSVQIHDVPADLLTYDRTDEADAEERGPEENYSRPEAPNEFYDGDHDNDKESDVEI
KLF5 inh = inhibitors of KLF5 expression; DLD-1 KLF5 promoter-luciferase reporter, luminescence; inhibition, % at 5 µM; 0.23% of 290,000 active; AID 1700;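 active = inhibition above a per-plate limit of that plate's mean compound inhibition plus 3 SD, cut at about 60% in these data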;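 also: 0% = DMSO wells and 100% = LY294002 at 200 µM; higher means less KLF5 promoter-driven luciferase light; inactives centre near -14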
IEC-6 cytotox = kills IEC-6 intestinal cells in KLF5 counter-screen. IEC-6 cytotoxicity, luminescence viability. inhibition, % at 5 µM. 0.78% of 290,000 active; in the data active = inhibition above about 22%;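 also: 0% = plate median of test compound wells and 100% = cytotoxic reference compound wells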
Platelet DG rel = modulates dense granule release in human platelets | human platelet-rich plasma, SFLLRN dense granule ATP release, luminescence | inhibition, %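 (compounds screened at 7.5 µM in platelet-rich plasma)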 | 0.22% of 300,000 active;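 active = mean replicate score, as percent of positive control, at or above 50; inconclusive = mean below 50 but at least one replicate at or above 50; inactive = mean and every replicate below 50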
HSP90 refold inh = blocks HSP90-mediated luciferase refolding in reticulocyte lysate | inhibition, % at 5.6 µM | Rabbit reticulocyte lysate, luciferase refolding luminescence, 3 h | AID 1789 | 0.91% of 290,000 active;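 active = inhibition above the screen-wide mean plus 3 SD, computed separately per campaign, cut at about 16% in these data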;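 also: 0% = DMSO wells and 100% = 60 µM geldanamycin wells; inhibitors lower the luminescence because luciferase stays unfolded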
HSF1 inhib = HSF1 inhibition; NIH3T3-HGL HSE-luciferase, MG132-induced, luminescence 8 h; active compounds read low; activity change, negative = inhibition, % at 7.5 µM (by protocol); 0.77% of 300,000 active; AID 2098;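 active = more than half of replicate wells show activity change below -50%, luminescence cut by over half; inconclusive = some wells, but at most half, below -50%; inactive = no replicate well below -50%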;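 also: luciferase reports HSF-1 transcriptional activity via heat shock element; 0% = median of DMSO wells and -100% = zero luminescence signal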
AI-2 QS modul = Vibrio harveyi AI-2 quorum sensing modulation; Vibrio harveyi JMH597 AI-2 luminescence/OD600 ratio, 9 h; active compounds read low; strain lacks LuxN and CqsS sensors; 0 = neutral-control median; activity change, % at 7.5 µM; 0.4% of 300,000 active; in the data active = activity change below about -75%, passing the limit was not always enough; inconclusive = no clear call, values can overlap the other calls;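 also: luminescence divided by OD600 gain over 9 h not by final OD600 alone; inactives centre near 13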
Starred values were filed as active, the others as inactive; i = inactive; ? = inconclusive; . = not tested or not shown.

No.	compound	HIF act	HSF1 activator	aSyn 5UTR inh	HDAC3 inh	KLF5 inh	IEC-6 cytotox	Platelet DG rel	HSP90 refold inh	HSF1 inhib	AI-2 QS modul
1	CCO[C@H]1OC(C(=O)N2CCN(Cc3ccc4c(c3)OCO4)CC2)=C[C@@H](C2CC2)[C@@H]1CCCO	-0.5	8	-1	-3	-3	1	1	1	-2	9
2	CCOC(=O)C1Cc2ccccc2C(=O)O1 (stereo not drawn)	0.4	9	32	2	-26	-3	0	2	1	5
3	O=C(O)C1CCCCC1C(=O)NCc1ccc(F)cc1 (stereo not drawn)	-0.1	24	6	-1	-11	-4	-3	0	18	9
4	Cc1cc(C)c2c(c1)C1C=CCC1C(c1ccc(S(=O)(=O)N3CCOCC3)cc1)N2 (stereo not drawn)	-0.1	28	25	-6	-1	-2	1	3	12	14
5	CN(C(=O)COC(=O)c1ccc(C#N)cc1)c1ccccc1	0.1	18	19	-5	-13	1	15	-3	-6	17
6	COc1cc(/C=N/NC(=O)COc2ccccc2[N+](=O)[O-])ccc1OC(=O)c1ccco1	0.7	9	-24	2	-22	-3	-21	-1	3	48
7	CCc1ccc(Cn2nnc(C(=O)Nc3ccc(OC)cc3OC)c2N)cc1	0.3	-3	5	-3	-26	2	7	0	-3	11
8	O=C(O)c1cc2ccccc2c(N=Nc2cccnc2)c1O	-0.9	10	41	1	-10	-2	-11	-2	-1	12
9	Cc1ccc(NC(=S)N2CCSC2c2cccs2)cc1 (stereo not drawn)	0.5	-21	-41	1	-24	-6	7	-1	0	13
10	Cc1cccc(NC(=O)CSc2nnc(C)c(C)n2)c1	-0.3	0	-1	3	-5	4	-3	-2	-5	21
11	CC1(C)CC(NC(=O)C2CCN(S(=O)(=O)c3ccccc3C(F)(F)F)CC2)CC(C)(C)N1	0.7	-13	5	-6	2	7	10	11	-5	-4
12	CCN(CC(=O)NCc1ccc(Cl)cc1)C(=O)CSCC(=O)Nc1ccc(OC)cc1	0.9	11	7	?	.	.	-2	.	9	6
13	Cc1csc2ncc(C(=O)NCc3ccccc3Cl)c(=O)n12	0.1	1	-19	-2	-5	5	-24	-2	5	14
14	CC(C)(CN1CCCC1)NS(=O)(=O)c1ccccc1	-1.2	3	4	-2	-19	-4	-5	4	-1	14
15	CC1(C)CN(c2cccc(-c3ccnc4ncnn34)c2)C1=O	-0.2	-4	19	1	5	3	6	2	1	19
16	Cc1nn(-c2ccccc2)c(C)c1CCC(=O)O	0.8	-47	-107	-3	-54	-1	-6	0	-45	5
17	COc1ccc(N2CCN(C(=O)CSc3nnc4c5cc(C)ccc5n(C)c4n3)CC2)cc1	.	49	-42	.	-2	3	6	1	17	26
18	Cc1cc(C)nc(S/C=C/C(=O)c2ccccc2F)n1	1.4	189*	-35	-4	-71	-2	0	11	150	27
19	CCN(CC)CCCNC(=O)C1CCN(c2ncnc3c2sc2cccc(F)c23)CC1	-0.1	-3	-18	7	-4	4	8	1	-1	10
20	CCCc1nn(C)c2c(=O)[nH]c(-c3cc(S(=O)(=O)Nc4ccc(NC(C)=O)cc4)ccc3OCC)nc12	-0.6	-3	30	-2	-7	1	3	-4	4	21

Continued.
No.	compound	HIF act	HSF1 activator	aSyn 5UTR inh	HDAC3 inh	KLF5 inh	IEC-6 cytotox	Platelet DG rel	HSP90 refold inh	HSF1 inhib	AI-2 QS modul
21	CCC(C)NS(=O)(=O)c1ccc(OCC(=O)Nc2ccc3c(c2)OCCO3)cc1 (stereo not drawn)	0.0	5	-31	-2	-13	2	-7	2	-1	6
22	Cc1ccccc1CC(=O)NC1CCCc2ccccc21 (stereo not drawn)	-9.0	65*	-4	-5	-11	-2	-4	3	37	53
23	CCc1cc(C(=O)c2ccc(OC)cc2)c(NC(=O)CN2CCN(C)CC2)s1	0.0	1	-16	-2	-20	-2	-9	-1	0	3
24	C=CCN(C(=O)CNS(=O)(=O)c1ccccc1)C(C(=O)NCCOC)c1cccnc1 (stereo not drawn)	0.0	14	29	3	-26	6	-20	-1	-2	16
25	COc1cc(/C=N/Nc2ccccc2[N+](=O)[O-])ccc1OC(=O)c1ccccc1F	0.0	2	-100	1	-24	7	3	-3	9	-1
26	CCCCn1c2c(c(=N)c3c1CCC3)CCC2	.	.	.	-6	22	5	.	2	.	.
27	CCCN1C2CCCC1CC(NC(=S)Nc1cccc(C)c1)C2 (stereo not drawn)	-0.6	16	-2	6	-2	2	-1	-3	6	-8
28	O=c1c(Oc2ccccc2F)coc2cc(OCc3cnn(-c4ccccc4)c3)ccc12	0.4	-6	7	3	12	-3	-3	-1	2	28
29	Cc1cccn2c(=O)c3cc(C(=O)NC4CCCC4)c(=N)n(CC4CCCO4)c3nc12 (stereo not drawn)	0.8	8	-35	i	6	10	5	1	-8	20
30	CCc1ccc(OCC(=O)NC(=S)Nc2ccc(C(=O)O)cc2)cc1	-0.1	3	-9	3	-24	-4	-3	2	-10	20
31	CCOC(=O)N1CCN(S(=O)(=O)c2ccc(C(=O)Nc3sc4c(c3C#N)CCC4)cc2)CC1	-0.3	8	6	1	-165	-2	-8	-1	4	7
32	COc1cccc(CN2CCN(C(=O)CCc3nnc(C4CCCCC4)o3)CC2=O)c1	0.0	-28	3	-1	9	-5	1	4	-11	10
33	COc1ccc(-c2csc(-c3cccnc3)n2)cc1C	-45	-1	-243	-11	-83	2	-17	-2	-8	15
34	O=C(O)c1ccccc1C(=O)NNC(=O)C(c1ccccc1)c1ccccc1	0.2	-5	15	0	-13	-4	3	2	-6	24
35	OCC(O)C(O)C(O)C(O)C1NCCS1 (stereo not drawn)	-0.2	-2	8	0	-19	-9	-4	2	-5	16
36	CCC(NC(=O)c1cc(COc2ccc(Cl)cc2OC)on1)c1ccncc1 (stereo not drawn)	3.5	23	-121	-4	-128	-4	-8	-4	23	12
37	Cc1ccc(C(=O)CSc2nc3cccnc3n2C)cc1	1.3	-2	-53	?	-8	-4	-2	-1	7	15
38	COc1ccc(-n2nnnc2SCC(=O)N2CCCc3ccccc32)cc1OC	-2.5	-1	7	1	1	0	1	0	-2	25
39	O=C(NC1CCCCC1)N(Cc1nc2ccccc2c(=O)[nH]1)C1CCCCC1	0.6	17	-42	-3	-13	1	6	-2	8	7
40	COc1ccc(C(=O)N(C)CCCC2CCCC2)cc1OC1CCN(C(C)C)CC1	0.3	5	-5	0	-16	2	0	2	6	2

New compounds follow:
No.	compound	HIF act	HSF1 activator	aSyn 5UTR inh	HDAC3 inh	KLF5 inh	IEC-6 cytotox	Platelet DG rel	HSP90 refold inh	HSF1 inhib	AI-2 QS modul
41	COc1ccc(NC(=O)COC(=O)c2cnccn2)cc1Cl	0.8	7	14	0	-3	-7	-1	0	-7	5
42	CN1OC(c2ccccc2)=C(CO)C1c1ccccc1 (stereo not drawn)	0.0	31	8	0	6	-1	-6	-10	15	7
43	C=CCOc1cccc(C(=O)N(C)C2CCCN(Cc3ccccc3F)C2)c1 (stereo not drawn)	0.1	2	29	-2	-11	0	-4	9	7	22
44	Cc1ccc(SCC(=O)Nc2ccc(-c3nnc(-c4ccco4)o3)cc2)cc1	1.0	78*	-106	5	-12	-3	-17	-1	44	9
45	COc1ccc(C(=O)OCC(=O)N(C)C2CCS(=O)(=O)C2)cc1S(=O)(=O)N(C)Cc1ccccc1 (stereo not drawn)	-0.1	1	-10	0	.	.	7	.	0	11
46	COc1ccc(N2CCN(C(CNC(=O)c3ccco3)c3cccnc3)CC2)cc1 (stereo not drawn)	0.1	0	1	-5	-10	3	0	2	-10	7
47	CC(Sc1nnc(CNC(=O)c2ccccc2F)n1C)C(=O)Nc1nccs1 (stereo not drawn)	1.1	-10	6	-3	-9	-2	2	-3	-4	25
48	CCCCc1nc2cc(C(=O)NCCc3cnn(C)c3)ccc2o1	1.4	16	-40	2	-68	6	-11	-2	17	-6
49	CCCCn1c(N)c(N(CC)C(=O)c2cccc(S(=O)(=O)N3CCCc4ccccc43)c2)c(=O)[nH]c1=O	-0.8	-2	5	1	.	.	-7	.	3	-3
50	CN(C)C(CNC(=O)Cc1cccc(C(F)(F)F)c1)c1ccccc1 (stereo not drawn)	-33	20	-14	-2	-9	-2	-13	4	-6	-5
51	O=C(Nc1cccc([N+](=O)[O-])c1)c1[nH]ncc1Cl	4.3	52*	-227	-5	-56	7	0	-1	22	16
52	COC/C=C/C1=CC2=CC(=O)C(C)(OC(=O)c3cnc4ccccc4n3)C(=O)C2=CN1C(CO)CO (stereo not drawn)	0.2	-24	7	-1	.	.	-6	.	-10	12
53	COC(=O)c1ccc(NC(=O)CN2CCN(S(=O)(=O)c3ccc(Br)cc3)CC2)cc1	-0.3	-3	8	3	-4	-5	-2	-5	8	9
54	COc1cc2c(c(OCC(=O)NC(C)C)c1)C(=O)O[C@@H](C)CCCC(=O)CCCCC2	-0.9	7	10	3	-38	0	0	-2	2	-1
55	N#C/C(=C\c1ccc2c(c1)OCCO2)C(=O)Nc1ccc(C(=O)O)cc1	-1.2	-16	-19	15	-68	-5	2	2	-2	5
56	CCOc1cccc(/C=N/N2C(=O)CSC2=S)c1O	0.5	?	-27	1	-14	6	-1	2	8	40
57	CC(C)Oc1cccc(C(=O)Nc2ccc(N3CCN(S(C)(=O)=O)CC3)cc2)c1	0.3	17	15	-3	11	6	-4	5	15	24
58	C#CCCOC(=O)N1C2=NC(C(=O)OC)=C(C(=O)OC)[C@@H]3N(CC=C)c4ccccc4[C@]23C[C@H]1C(=O)OC	-0.4	-8	-12	0	.	.	1	.	6	14
59	COCCNC(=S)N1CCN(C(c2ccccc2)c2ccccc2)CC1	-0.1	1	22	-1	-5	-1	-9	3	-7	17
60	CCOC(=O)N1CCN(c2c(NCc3ccccc3Cl)c(=O)c2=O)CC1	0.4	3	12	0	-7	-4	-3	-3	-2	15

Additional structures.
No.	compound	HIF act	HSF1 activator	aSyn 5UTR inh	HDAC3 inh	KLF5 inh	IEC-6 cytotox	Platelet DG rel	HSP90 refold inh	HSF1 inhib	AI-2 QS modul
61	CC(=O)c1cccc(NC(=O)Nc2ccccc2)c1	-0.9	-7	-96	-2	-20	4	9	2	1	-9
62	Cc1cccc(NS(=O)(=O)c2ccc(C(=O)NCCCN3CCCC3=O)cc2)c1C	-0.1	-4	1	.	.	.	15	.	0	10
63	O=S(=O)(NC1CC1)c1ccc(S(=O)(=O)N2CCCC(c3nc(-c4cccnc4)no3)C2)cc1 (stereo not drawn)	0.2	11	-5	1	-23	-1	-1	0	-2	24
64	CN1CCN(c2ccc(S(=O)(=O)N3CCCCC3)cc2NC(=O)Cc2ccc(Cl)cc2)CC1	-0.3	20	23	.	-23	3	-5	3	-4	23
65	Cc1ccc(C(c2sc3ncnn3c2O)N2CCCCC2)cc1 (stereo not drawn)	1.3	-13	-47	-2	-15	1	7	-2	-7	2
66	CC(=O)c1cccc(NC(=S)N2CCN(c3ccccn3)CC2)c1	1.4	27	8	9	-22	-5	-1	0	9	31
67	COCC(=O)N(CCc1ccc(OC)cc1)Cc1nc2ccccc2c(=O)[nH]1	1.1	-7	3	-2	10	7	-4	2	2	12
68	CN(Cc1cn(C)nc1-c1ccccc1F)CC1CCN(Cc2ccccc2)CC1	-0.4	-3	-15	-1	-2	-3	-2	0	-1	14
69	c1coc(CNc2nc3sc4c(c3c3ncnn23)CCCC4)c1	0.9	34	2	1	-6	-4	-3	-2	10	-6
